# Source: PubChem
# BLM inh: qHTS Assay for Inhibitors of Bloom's syndrome helicase (BLM) | RecQ-like DNA helicase BLM (Homo sapiens), P54132 | recombinant BLM DNA unwinding, fluorescence dequenching | Potency, µM (doses to about 56.1 µM), inactives show at the highest dose activity change, negative = inhibition, most hits filed as inhibitors | actives 0.2% (n = 350,000) | AID 2528, 2010;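 note: plate controls were vehicle for no effect and no enzyme for full effect; nearly all actives have a fitted effect of over 35% in size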
# Apoferritin bind: qHTS Assay for Identification of Novel General Anesthetics; Ferritin light chain (Equus caballus), P02791; Potency, µM (doses to about 77.5 µM), for inactives: top-dose activity change, negative = displacement, usual class: inhibitors; apoferritin/1-aminoanthracene competitive binding, fluorescence; actives 0.074% (n = 350,000); note: % is set by controls: 0 for no effect and ±100 for the full control effect; nearly all actives have a fitted effect of over 20% in size
# Target sequence (P02791 2-175 limits assumed): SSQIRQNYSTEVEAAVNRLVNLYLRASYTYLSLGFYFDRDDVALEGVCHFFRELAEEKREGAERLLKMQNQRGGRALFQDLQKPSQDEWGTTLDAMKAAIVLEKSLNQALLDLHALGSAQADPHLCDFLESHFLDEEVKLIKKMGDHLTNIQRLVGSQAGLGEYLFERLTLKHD
#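 Read-out: endpoint 1-AMA fluorescence, excitation 380 nm and emission 535 nm, after compounds sit 10 min at room temperature with 10 uM horse-spleen apoferritin in 50% saturated 1-AMA/PBS. Values come from four-parameter Hill fits.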
# APEX1 inh: qHTS Assay for Inhibitors of the Human Apurinic/apyrimidinic Endonuclease 1 (APE1); DNA repair nuclease/redox regulator APEX1 (Homo sapiens), P27695; recombinant APE1, TAMRA/BHQ-2 abasic DNA cleavage fluorescence; Potency, µM (top dose mostly 65.8 µM), without a hit: top-dose activity change, negative = inhibition, actives largely listed as inhibitors; actives 0.35% (n = 350,000);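 note: plate controls were vehicle for no effect and reference inhibitor for full effect; nearly all actives have a fitted effect of over 55% in size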
#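 Step 1: APE1 (0.75 nM) with compound, 15 min RT. Step 2: add 50 nM fluorophore/quencher THF duplex. Step 3: three fluorescence reads 60 s apart (525/598 nm); read 3 minus read 1 = reaction progress.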
# Pol beta inh: qHTS Assay for Inhibitors of DNA Polymerase Beta. AID 485314, 2010. Pol beta primer extension/strand displacement, fluorescence kinetic. actives 1.3% (n = 340,000). Potency, µM (doses to about 114 µM), for the others: at the top dose activity change, negative = inhibition, most hits filed as inhibitors; note: % is set by controls: 0 for no effect and ±100 for the full control effect
#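 Kinetic readout of DNA synthesis with strand displacement by Pol beta. Compound and 10 nM enzyme sit 15 min at room temperature; 50 nM substrate starts the reaction, read immediately and at 10 min.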
# BAZ2B inh: qHTS Assay for Inhibitors of BAZ2B | Bromodomain adjacent to zinc finger domain protein 2B (Homo sapiens), Q9UIF8 | actives 4.4% (n = 360,000) | Potency, µM (doses to about 114 µM), without a hit: at the highest dose activity change, negative = inhibition, usual class: inhibitors | AlphaScreen BAZ2B-H3K14Ac peptide displacement; note: % is set by controls: 0 for no effect and ±100 for the full control effect; nearly all actives have a fitted effect of over 60% in size
#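 Compounds, titrated to a top concentration of 110 uM, were incubated 30 min at room temperature with preformed BAZ2B/acetyl-K14 H3 peptide complex (50 nM each). Proximity signal was measured by AlphaScreen after 20 min with beads.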
# Pol iota inh: qHTS for Inhibitors of Polymerase Iota. DNA polymerase iota (Homo sapiens), Q9UNA4. Pol iota fluorescent replication assay, 10 min. Potency, µM (titrated, usually from 115 µM), for inactives: top-dose activity, negative = inhibition, most hits filed as inhibitors. actives 1% (n = 390,000). AID 588590, 2011
#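 Fluorescent replication assay read twice, at 0 min and 10 min after adding 50 nM (final) substrate. Enzyme (10 nM) and compounds were first incubated 15 min at room temperature; enzyme-free buffer wells were negative controls.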
# G9a block: qHTS Assay for Inhibitors of Histone Lysine Methyltransferase G9a | actives 8.8% (n = 350,000) | G9a H3K9 monomethylation, AlphaScreen, 2 h | Potency, µM (titrated, usually from 102 µM), for inactives: at the top dose activity, negative = inhibition, most hits filed as inhibitors; note: % is set by controls: 0 for no effect and ±100 for the full control effect; nearly all actives have a fitted effect of over 75% in size
#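 Step 1: enzyme (final 20 nM) with compound, 15 min RT. Step 2: substrate peptide 500 nM and SAM 20 uM, 2 h RT. Step 3: anti-H3K9me1 antibody and AlphaScreen beads, 10 min, then plate read.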
# POLK inh: qHTS for Inhibitors of Polymerase Kappa. AID 588579, 2011. purified Pol kappa, fluorescent DNA synthesis assay, 10 min. DNA polymerase kappa (Homo sapiens), Q9UBT6. Potency, µM (highest dose often 107 µM), for the others: top-dose activity, negative = inhibition, hits mostly inhibitors. actives 0.53% (n = 400,000); note: % is set by controls: 0 for no effect and ±100 for the full control effect
# Target sequence (Q9UBT6 whole entry, looked up): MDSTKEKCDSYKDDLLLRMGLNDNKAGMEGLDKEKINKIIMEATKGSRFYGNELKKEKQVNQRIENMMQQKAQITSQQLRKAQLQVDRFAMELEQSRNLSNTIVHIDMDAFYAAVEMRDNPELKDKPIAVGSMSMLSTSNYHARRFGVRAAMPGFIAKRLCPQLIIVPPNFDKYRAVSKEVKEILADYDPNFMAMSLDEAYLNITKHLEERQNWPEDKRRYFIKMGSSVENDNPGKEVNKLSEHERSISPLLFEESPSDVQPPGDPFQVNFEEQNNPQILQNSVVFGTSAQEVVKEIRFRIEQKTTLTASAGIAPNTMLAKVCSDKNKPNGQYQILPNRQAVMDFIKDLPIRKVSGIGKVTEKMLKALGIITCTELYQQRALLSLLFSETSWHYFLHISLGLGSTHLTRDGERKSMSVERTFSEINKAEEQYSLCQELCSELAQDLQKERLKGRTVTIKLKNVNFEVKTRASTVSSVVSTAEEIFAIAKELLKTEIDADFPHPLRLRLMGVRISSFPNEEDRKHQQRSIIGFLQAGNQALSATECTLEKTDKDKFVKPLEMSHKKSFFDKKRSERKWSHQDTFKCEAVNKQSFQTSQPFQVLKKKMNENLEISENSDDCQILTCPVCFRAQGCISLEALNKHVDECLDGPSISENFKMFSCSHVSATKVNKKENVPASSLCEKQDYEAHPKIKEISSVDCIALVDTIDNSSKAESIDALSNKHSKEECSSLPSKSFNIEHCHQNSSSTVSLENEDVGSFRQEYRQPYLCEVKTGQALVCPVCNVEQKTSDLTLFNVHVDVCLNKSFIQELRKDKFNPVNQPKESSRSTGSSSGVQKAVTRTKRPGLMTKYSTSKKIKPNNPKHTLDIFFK
#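 Activity was followed as the change in fluorescence between reads at 0 and 10 min after starting the reaction with 50 nM substrate. Beforehand, 10 nM polymerase had been preincubated with compound for 15 min at room temperature.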
# Pol eta inh: qHTS for Inhibitors of Polymerase Eta; DNA polymerase eta (Homo sapiens), Q9Y253; recombinant Pol eta, fluorescent DNA replication assay; Potency, µM (series often up to 114 µM), for inactives: at the highest dose activity change, negative = inhibition, actives largely listed as inhibitors; actives 1.2% (n = 390,000); AID 588591, 2011; note: % is set by controls: 0 for no effect and ±100 for the full control effect
#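 Fluorescent replication assay: 50 nM final substrate added after a 15 min room-temperature compound preincubation with 10 nM enzyme. Signal taken at 0 min and again at 10 min.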
# * = called active by the depositor; ? = inconclusive; · = no result given; & = joins results of further samples; [ ] = another dose, or the depositor's remark. Calls come from the whole dose curve; as a rule, active = well fitted curve in the direction sought with a large enough effect; inconclusive = small, poorly fitted or top-dose-only effect, or another doubt; inactive = no such curve, though single readings can be large; an effect the other way counts as inactive or inconclusive. Potency is the fitted concentration of half-maximal effect. A portion of the library; count on the stated rates, not on these rows.
SMILES,BLM inh,Apoferritin bind,APEX1 inh,Pol beta inh,BAZ2B inh,Pol iota inh,G9a block,POLK inh,Pol eta inh
CC(C)CC(=O)N1CCN(Cc2ccc(C(F)(F)F)cc2)CC1,-7%,-15%,2%,15%,?,11%,·,3%,-10%
N=c1c2c(ncn1CCN1CCOCC1)Oc1cc(O)ccc1C2c1ccccc1 (stereo unspecified),0%,-4%,-2%,12%,-1%,75%[activator],3%[59 µM],-8%,-14%
COc1ccc(C(=O)N2CCN(c3ccccc3Cl)CC2)cc1S(=O)(=O)NC1CC1,·,·,-9%,·,7%,-15%,-9%[12.7 µM],2%,-17%
O=C(CN(Cc1ccco1)Cc1cccs1)N1CCN(S(=O)(=O)c2cccc(F)c2)CC1,·,·,31%,·,-32%,1%,?,-9%,-5%
CC(C)(C)C1CCC(=NNC(=O)CC(=O)NCc2ccccc2)CC1 (stereo unspecified),0%,?,9%,-1%,5%,38%[activator],?,4%,-20%
CC(=O)Nc1ccccc1OC(C)C(=O)N1CC(C)CC(C)C1 (stereo unspecified),0%,0%,3%,3%,-11%,48%[activator],·,-4%,-21%
CC(=O)N1CCc2cc(S(=O)(=O)NC(Cc3ccccc3)C(=O)NCCN3CCCCC3C)ccc21 (stereo unspecified),-5%,-12%,2%,5%,0%,30%[activator],-24%,-4%,1%
Cc1ncc(CO)c2c1Oc1nc(-c3ccccc3)nc(SCC(=O)N3CCCCC3)c1C2,2%&3%,-19%&-6%,28%,7%&4%,-23%&-26%,22%,40µM*,-13%&5%,?
CN(Cc1nc(-c2cccs2)no1)CC1COCCO1 (stereo unspecified),-1%,-7%,10%,19%,-1%,-21%,4%,9%[60.1 µM],-13%
COc1ccc(C2CC(=O)N(Cc3ccc(F)cc3)c3ccccc3S2)cc1 (stereo unspecified),-14%,118%[activator],·,-6%,10%,3%,11%[59 µM],0%,-18%
OC1(c2ccccc2)C/C(=N\n2cnnc2)C=C1c1ccccc1 (stereo unspecified),-2%,-15%,-2%,1%,3%,11%,-1%,-2%[60.1 µM],8%
CCOc1ccccc1C(=O)NCC(=O)OCCCOC(=O)CNC(=O)c1ccccc1OCC,·,·,-27%,·,6%,29%,10%[2.33 µM],-10%,2%
COc1cccc(NC(=O)C2C3C=CC4(O3)C2C(=O)N(C2CC2)C4C(=O)NC2CCCCC2C)c1 (stereo unspecified),0%,-5%,12%,9%,-32%,7%,-11%[59 µM],1%,2%
Cc1ccc(S(=O)(=O)NC2CCSC2=O)cc1C (stereo unspecified),·,·,6%,·,8%,23%,?,2%,-14%
CCOc1cccc2cc(C(=O)NCc3ccccc3)c(=N)oc12,-4%,-5%,-1%,-2%,0%,-5%,-3%,5%,-14%
N/C(=N\OC(=O)c1ccc([N+](=O)[O-])cc1)c1ccccn1,-7%,-2%,14%,12%,-10%,14%,?,-9%,-4%
COc1cc(/C=N/NC(=O)CN(Cc2ccco2)S(=O)(=O)c2ccccc2)ccc1O,-5%,-11%,1%,7%,-31%,34%[activator],24%[59 µM],-3%,-22%
N#CCCCSc1nnc(-c2ccc(Cl)cc2)n1-c1ccccc1,-3%,-21%,-10%,1%,2%,-5%,?,-6%,-10%
CCC1CCCCN1C(=O)COc1ccc2c(c1)OCO2 (stereo unspecified),2%,-14%,-6%,-27%,-22%,9%,71µM*,-12%,5%
CCNc1ncc2nc(-c3ccc(F)cc3)c(=O)n(-c3ccccc3)c2n1,-1%,·,0%,·,·,·,-17%[0.501 µM],3%[60.1 µM],·
Cc1ccc(/C=C/C(=O)O)cc1S(=O)(=O)NCCCC(=O)O,0%,-4%,1%,4%,-2%,9%,31%[0.501 µM],-2%,-14%
Cc1cccc(-c2nc3c4ccccc4n(CC(=O)Nc4cccc(F)c4)c(=O)n3n2)c1,-2%,1%,·,3%,0%,6%,0%[59 µM],-6%[60.1 µM],-3%
Cc1cccc(C(=O)Nc2nnc(-c3ccncc3)o2)c1,-13%,-7%,10%,2%,22µM*,32%[activator],-7%,3%,-23%
COc1ccc(Nc2nc3ccccc3c(=O)s2)c(OC)c1,-3%,-23%,-5%,5%,8%,-2%,-10%[59 µM],-8%,-18%
COc1ccc(CNC(=O)COC(=O)C2CCC(C(C)(C)C)CC2)cc1 (stereo unspecified),-3%,?,1%,5%,15%,7%,-18%[59 µM],-10%,-12%
CCOC(=O)N1CCC(NCCNC(=O)c2ccc(F)c(F)c2)CC1,·,·,-2%,·,-1%,-6%,3%[0.501 µM],4%,-18%
Cc1cccc(NC(=O)CSc2nnc(NC(=O)c3ccco3)s2)c1,3%,-19%,-3%,8%,?,11%,-22%,-4%,-8%
c1csc(CSc2nnc3sc4ccccc4n23)c1,3%,-5%,1%,?,1%,-3%,-46%[59 µM],0%,-14%
O=C(CCS(=O)(=O)c1ccc(Br)cc1)NCCc1ccc(Cl)cc1,-2%,2%,-5%,40µM*,50µM*,-26%,-15%[2.33 µM],1%,20µM*
C=C(C)C1Cc2c(C)nn(-c3ccccc3)c2C1 (stereo unspecified),-6%,-12%,25%,9%,37%,-13%,56%[activator],-4%,-18%
O=C(CCNC(=O)c1ccc([N+](=O)[O-])cc1)Nc1cccc(S(=O)(=O)N2CCOCC2)c1,·,·,3%,·,0%,-20%,?,3%,-6%
CCOC(=O)c1cnn(-c2nc3sc4c(c3c(=O)[nH]2)CCCC4)c1N,0%,0%,0%,2%,12%,·,31%,·,·
CCN(CC(=O)NC1CCCCCC1)S(=O)(=O)c1ccccc1,-2%,-8%,-4%,0%,0%,-7%,?,-4%,-19%
Cc1c(NC(=O)C23CC4CC(CC(C4)C2)C3)c(=O)n(-c2ccccc2)n1C,-4%,-2%,2%,44%,-3%,4%,·,7%,-6%
CSCCC(NC(=O)c1c(C)oc2c1CCCC2)C(=O)O (stereo unspecified),-4%,-9%,0%,?,?,-3%,14%[59 µM],-5%,1%
Cc1ccc(CNC(=O)CCS(=O)(=O)c2cc(Br)cc3c2N(C(=O)C2CC2)CC3)cc1,1%,-9%,·,-10%,4%,22%,0%[59 µM],14%,-12%
Cc1ccc(CCNC(=O)c2c[nH]c3ccc(S(=O)(=O)Nc4ccc(C)cc4C)cc3c2=O)cc1,-1%,-15%,-25%,?,-32%,?,-25%[12.7 µM],-14%[60.1 µM],50µM*
CCOc1cccc(C(=O)NC(=S)Nc2ccc(N3CCN(CC)CC3)cc2)c1,1%,-11%,0%,6%,35µM*,41%[activator],14µM*,0%,-14%
Cn1c(SCc2ccccc2)nnc1-c1ccc(O)cc1,-2%,6%,6%,3%,-4%,89%[activator],31%,-11%,-1%
O=C(COC(=O)c1cccnc1Cl)c1ccc(Cl)s1,·,·,6%,·,·,-17%,·,-7%,0%
C#CCOCCOCCOCCNc1nc(N2CCN(C(=O)[C@H](CCCCN)n3cc([C@@H](N)CO)nn3)CC2)nc(N2CCN(C(=O)[C@H](Cc3ccc(O)cc3)n3cc([C@@H](N)CC(C)C)nn3)CC2)n1,56%[activator],-7%,1%,22%,32µM*,8%,?,13%,-6%
CCC(=O)OCn1nnc2ccccc2c1=O,-6%,-15%,2%,26%,·,99%[activator],-39%,-4%,-20%
COc1ccc(Nc2ccc(C(N)=O)cc2[N+](=O)[O-])cc1,-5%,-11%,-5%,-1%,?,92%[activator],-51%,-12%,-5%
O=C(NCC(F)(F)F)Nc1ccccn1,-10%,-7%,19%,32%,10%,10%,-3%,-7%,-5%
O=C(C[C@H]1C[C@H](C(=O)N2CCCCC2)[C@@]2(CCc3ccccc3)c3[nH]c4ccc(Cl)cc4c3CCN2C1=O)NCCCn1ccnc1,·,·,10%,·,·,5%,·,-8%,-25%
O=c1[nH]cnc(O)c1C(c1cccc([N+](=O)[O-])c1)c1c(O)nc[nH]c1=O,2%,-4%,8%,4%,4%,5%,-13%,-7%,-3%
CC1(C)CC(=O)C=C(c2ccc(Oc3ccccc3)cc2)C1,·,·,1%,·,51%[activator],-12%,-9%[0.501 µM],-12%,-17%
CC(C)(C)NC(=O)C(c1ccncc1)N(C(=O)Cn1nnc(-c2ccc(F)cc2)n1)c1ccc(F)cc1 (stereo unspecified),-4%,-6%,14%,5%,-4%,36%[activator],3%[12.7 µM],-17%,-4%
Cc1ccc(-c2nnc(N)o2)cc1,2%,-7%,0%,-9%,-2%,25%,32%[activator],1%,-3%
CCCC1=[N+](CC(=O)c2ccc(C)cc2)CCn2cccc21,4%,-4%,1%,2%,-6%,18%,-7%[59 µM],-6%,-10%
CCOC(=O)N1CCN(C(=O)/C(=C/c2cccc3ccccc23)NC(=O)c2ccc(OC)cc2)CC1,-3%,-6%,?,4%,-4%,6%,7%[59 µM],-6%,4%

# Part of the list above, set out differently.
O=C(NCC(F)(F)F)Nc1ccccn1
  BLM inh: -10%; Apoferritin bind: -7%; APEX1 inh: 19%; Pol beta inh: 32%; BAZ2B inh: 10%; Pol iota inh: 10%; G9a block: -3%; POLK inh: -7%; Pol eta inh: -5%

CCCC1=[N+](CC(=O)c2ccc(C)cc2)CCn2cccc21
  BLM inh: 4%; Apoferritin bind: -4%; APEX1 inh: 1%; Pol beta inh: 2%; BAZ2B inh: -6%; Pol iota inh: 18%; G9a block: -7%[59 µM]; POLK inh: -6%; Pol eta inh: -10%

C#CCOCCOCCOCCNc1nc(N2CCN(C(=O)[C@H](CCCCN)n3cc([C@@H](N)CO)nn3)CC2)nc(N2CCN(C(=O)[C@H](Cc3ccc(O)cc3)n3cc([C@@H](N)CC(C)C)nn3)CC2)n1
  BLM inh: 56%[activator]; Apoferritin bind: -7%; APEX1 inh: 1%; Pol beta inh: 22%; BAZ2B inh: 32µM*; Pol iota inh: 8%; G9a block: ?; POLK inh: 13%; Pol eta inh: -6%
